# High-throughput results as filed in PubChem.
# Rat MKP-3 inhibitors: inhibition of rat DUSP6 enzyme activity – biochemical, in vitro, primary screen (AID 425); recombinant MKP-3 phosphatase activity, fluorescence; higher % means a stronger effect; inhibition, % at 20 µM, or IC50 in µM where a hit was titrated; 110,000 tested, 0.17% active; in the data active = inhibition above about 50%;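 note: plate controls were vehicle for no effect and reference inhibitor for full effect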
# Hsp70 displacement: Hsp70 inhibitors, probe displacement, primary screen, biochemical, fluorescence polarization (AID 583) | 140,000 tested, 0.06% active | one-dose displacement, % at 20 µM; IC50 in µM for titrated hits | Hsp70 fluorescence polarization probe displacement, mP; higher % means a stronger effect; in the data active = displacement above about 50%;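 note: plate controls were vehicle for no effect and reference ligand for full effect; a part of the inactive calls stands beside numbers as strong as those of hits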
# * = called active by the depositor; nt = not tested or not shown; & = joins results of further samples. An excerpt (hit frequency here may not be typical).
# Sequence of screens – Rat MKP-3 inhibitors	Hsp70 displacement
COc1ccc(-c2cc3nc4c(c(=O)n3[nH]2)CCC4)cc1
→ -12.4%	-2.8%
CCOC(=O)c1c(C)nc(-c2ccccc2)nc1NC(=O)CC
→ -0.1%&0.8%	2.8%&-0.7%
C(/C=C/C=C/Nc1ccccc1)=Nc1ccccc1
→ nt	-181.6%
c1ccc(OCCCn2nnc(-c3ccncc3)n2)cc1
→ 0.1%	2.1%
Cc1c[n+]2ccsc2n1CCCS(=O)(=O)[O-]
→ 2.6%	-1.7%
N#Cc1nc(-c2cccs2)oc1NCCCN1CCOCC1
→ -8.5%	-9.7%
O=C(CSc1nnc(CNC(=O)c2c(F)cccc2Cl)o1)Nc1ccc2c(c1)OCCO2
→ 4.1%	nt
CCCC(C)C(=O)Nc1ccccc1C(=O)OCC (stereo not given)
→ nt	5.2%
COc1ccc(C(=O)N=Nc2c(O)[nH]c3c(C)cc(Br)cc23)cc1
→ 1.4%	-1.7%
CCOc1ccc(CNC(=O)CCn2c(=O)oc3ccccc32)cc1
→ 7.8%	0.8%
Cc1c(CN(C)C)c2c(n1Cc1ccccc1)C(=O)c1ccccc1-2
→ 0.4%	1.2%
Cc1cccc(-n2ncc(C#N)c2N)c1
→ -5.3%	1.9%
C=CCn1c(SCCN2CCOCC2)nc2c1c(=O)[nH]c(=O)n2C
→ 0.7%	3.8%
CC(C)C(=O)Nc1ccc(-c2nc3ncccc3o2)cc1
→ -2.8%	0.6%
CS(=O)(=O)Nc1ccc(C(=O)NC2CC3CCC2C3)cc1 (stereo not given)
→ nt	-1.8%
O=S(=O)(NC1CC1)c1ccc(S(=O)(=O)N2CCCc3ccccc32)cc1
→ -20.0%	1.0%
Cn1c2ccc(F)cc2c2ncn(CCN3CCOCC3)c(=O)c21
→ -10.7%	1.6%
CCOC(=O)CN1C(=O)C(O)(CC(=O)c2cccs2)c2ccccc21 (stereo not given)
→ -1.0%	-3.8%
COc1ccc(CNC(=O)C(C)N(Cc2ccco2)C(=O)c2snc(C(N)=O)c2N)cc1 (stereo not given)
→ -9.6%	-4.5%
Fc1ccc(C(CCCn2nnc(-c3cccnc3)n2)c2ccc(F)cc2)cc1
→ nt	-1.0%
CCc1c(C#N)c(N)nc2sc(C(=O)Nc3ccc(Br)cc3)c(N)c12
→ -5.4%	-1.7%
CC(=NCCc1ccccc1)C1=C(O)CCC1=O
→ nt	1.5%
CCn1ccc(C(=O)NC2=C(C#N)CCC2)n1
→ nt	10.4%
O=C(c1cc(Cl)ccc1Cl)N1CCCCC1
→ 0.7%	-2.8%
CC(C)(C)c1cc(NS(=O)(=O)c2ccc3c(c2)OCCO3)on1
→ 5.7%	1.3%
CC(=O)c1cccc(NC(=O)N2C3CCC2CC(O)(c2cccnc2)C3)c1 (stereo not given)
→ -4.8%	8.7%
Cc1cc(NC(=O)c2cccc(Br)c2)ccc1NC(=O)c1ccccc1
→ 3.3%	-4.3%
Cc1[nH]c2ccccc2c1C1C(c2ccccc2)=NN=C(C(C)C)N1O (stereo not given)
→ nt	-1.8%
CC(C1CC1)N(C(=O)Nc1ccccc1Cl)c1ccccc1 (stereo not given)
→ 0.8%	2.9%
CCn1c(=O)c(C(=O)NCCCO)c(O)c2ccccc21
→ -2.6%	1.0%
NC(=O)c1ccccc1NC(=O)c1cncc(Br)c1
→ -12.9%	0.4%
NC(=O)c1c(NC(=O)C2C3C=CC(C3)C2C(=O)O)sc2c1CCCCC2 (stereo not given)
→ -0.2%	0.0%
O=C(Cc1ccccc1)Nc1nnc(-c2ccco2)s1
→ -2.4%	11.2%
O=C(CSc1nc2ccccc2s1)OCC(=O)c1ccc(Cl)cc1
→ 0.1%	0.4%
COc1cc(NC(=O)C2CCCCC2)c(OC)cc1Cl
→ -0.1%	-7.3%
COc1ccccc1OCCOc1ccc(/C=N/N2C(=O)CSC2=S)cc1
→ -1.3%	6.3%
O=C(CSc1nc2ccccc2c(=O)n1Cc1ccco1)N1CCN(c2ccccc2)CC1
→ 6.2%	-0.8%
CCOC(=O)c1oc2cc(O)ccc2c(=O)c1-c1csc(C)n1
→ -13.6%	2.2%
Cc1cccc(OCc2nnc(SCC(=O)c3ccccc3)o2)c1
→ 2.0%	-2.8%
Cc1ccc(C2C(=O)N(C3CCCC3)CC(=O)N2CC2COc3ccccc3O2)cc1 (stereo not given)
→ 0.2%	2.9%
COc1cccc(-c2nn3c(-c4ccco4)nnc3s2)c1
→ -8.1%	-1.5%
Nc1nc(OCC(F)(F)F)cc(Oc2ccccc2F)n1
→ -8.4%	-5.3%
COc1ccc(C2=C(/C=C3\SC(=S)NC3=O)C(c3ccccc3)c3ccccc3O2)cc1OC (stereo not given)
→ 6.6%	-13.8%
CCN(CC)c1ccc(C=Nc2ccc(Sc3ccc([N+](=O)[O-])cc3)cc2)cc1
→ -0.5%	-3.6%
O=C(CCN1CCC(c2ccccc2)C1)c1cccs1 (stereo not given)
→ 3.0%	6.9%
CCN(CC)C(c1ccc(C)cc1)c1nnnn1C1CCCCC1 (stereo not given)
→ -3.0%	0.4%
CN(C)c1ccc(C2C(C(=O)OC(C)(C)C)C(=O)CC(C)(O)C2C(=O)OC(C)(C)C)cc1 (stereo not given)
→ 1.5%	-10.2%
Cc1ccc(CCNc2ccccc2C)cn1
→ nt	1.3%
CCOC(=O)CSc1nc(N)cc(=O)[nH]1
→ -2.8%	7.2%
CCCCCCN=CC1=C(O)CC(C)(C)CC1=O
→ -2.1%	-0.8%
COc1ccc(C2=NN(CN3C(=O)C(=O)c4ccccc43)C(c3ccc(C)cc3)C2)cc1 (stereo not given)
→ nt	5.9%
CC(C)C(=O)Nc1ccc(Cl)c(-c2nc3cc(Cl)ccc3o2)c1
→ 1.0%	4.6%
COc1ccc(C(N)=O)cc1NC(=O)C(C)Oc1ccccc1 (stereo not given)
→ 0.8%	-1.4%
N#Cc1nc(Cc2ccccc2)oc1N1CCN(c2ccccc2)CC1
→ -2.1%	3.4%
Cc1occc1-c1nc(-c2ccccn2)no1
→ -7.8%	8.0%
CCC(=O)Nc1nc(CC(=O)Nc2ccccc2)cs1
→ -4.9%	-2.3%
COc1cccc(NC(=O)CSc2nnc(-c3cc(-c4ccccn4)nc4ccccc34)o2)c1
→ -5.7%	3.5%
CCN(CC)C1CC(=O)N(c2cccc(C)c2)C1=O (stereo not given)
→ -7.9%	6.7%
CCOC1(NC(=O)c2ccccc2)C(C)=CC(=O)C=C1C
→ -2.8%	8.6%
CC1C(C(=O)N(C=O)c2cccc(Cl)c2)C2C=CC1C21CC1 (stereo not given)
→ 0.8%	3.9%

# Part of the list above, in CSV form.
Compound,Rat MKP-3 inhibitors,Hsp70 displacement
Nc1nc(OCC(F)(F)F)cc(Oc2ccccc2F)n1,-8.4%,-5.3%
COc1ccc(C2=C(/C=C3\SC(=S)NC3=O)C(c3ccccc3)c3ccccc3O2)cc1OC (stereo not given),6.6%,-13.8%
CCN(CC)c1ccc(C=Nc2ccc(Sc3ccc([N+](=O)[O-])cc3)cc2)cc1,-0.5%,-3.6%
O=C(CCN1CCC(c2ccccc2)C1)c1cccs1 (stereo not given),3.0%,6.9%
CCN(CC)C(c1ccc(C)cc1)c1nnnn1C1CCCCC1 (stereo not given),-3.0%,0.4%
CN(C)c1ccc(C2C(C(=O)OC(C)(C)C)C(=O)CC(C)(O)C2C(=O)OC(C)(C)C)cc1 (stereo not given),1.5%,-10.2%

# Further entries
# Sequence of screens – Rat MKP-3 inhibitors	Hsp70 displacement
CCCCOc1cccc(C(=O)O)c1
→ 3.4%	3.4%
Cc1ccc(-c2cc(-c3ccccc3O)nc(N/N=C/c3cccnc3)n2)cc1
→ 1.0%	2.8%
Cc1ccc(-c2nc3cc(Cl)cc(Cl)c3o2)cc1N
→ 2.7%	-2.6%
O=C(Nc1ccc(Cl)cc1)/C(=C\c1cccnc1)NC(=O)c1ccccc1
→ -2.4%	2.4%
CCC1CCCCN1C(=O)Cn1c(C(=O)OC)cc2ccsc21 (stereo not given)
→ 9.7%	3.6%
CCOc1ccc(S(=O)(=O)NCC2CCCO2)cc1 (stereo not given)
→ nt	7.3%
Cc1ccc(NC2=CC(=O)C=CC2=O)c(C)c1
→ 21.9%	-1.5%
CCC(C)NC(=O)CC(NS(=O)(=O)c1ccc(C)cc1)c1ccc(OC)cc1 (stereo not given)
→ nt	0.5%
CC1(C)CC(=O)C2=C(C1)N(Cc1ccco1)C(=O)C2(O)C(F)(F)F (stereo not given)
→ 2.8%	-1.1%
C=CCNc1nnc(SC2CC(=O)N(c3ccc(OC)cc3)C2=O)s1 (stereo not given)
→ -10.1%	1.1%
O=C(CSc1nc2ccccc2s1)c1cc2ccccc2o1
→ nt	-9.4%
CCN(C(=O)CCN1C(=O)c2ccccc2C1=O)C1CCCCC1
→ 5.9%	-6.3%
Cn1c(=O)[nH]c(=O)c2c1nc(CN1CCN(c3ccccc3F)CC1)n2CCc1ccccc1
→ -10.6%	1.0%
O=C(CN1C2=NCCCN2c2ccccc21)c1ccc(Br)s1
→ -8.0%	-8.1%
Cn1cccc1Cc1nnc(SCC(=O)Nc2ccccc2F)n1CCc1ccccc1
→ 7.1%	-1.0%
O=C(CC1Nc2ccccc2NC1=O)Nc1ccccc1C(F)(F)F (stereo not given)
→ -0.3%	4.1%
CCC(O)(CCN1CCCCC1)c1ccccc1 (stereo not given)
→ 3.5%	nt
COC(=O)c1ccc(C(c2c(N)n(Cc3ccccc3)c(=O)n(C)c2=O)N2CCOCC2)cc1 (stereo not given)
→ nt	1.3%
CC(C)(C(=O)c1ccccc1)/[N+]([O-])=C/c1ccccc1
→ -1.5%	-6.3%
O=C(COc1ccccc1[N+](=O)[O-])Nc1ccc(Cl)c(-c2nc3ccccc3s2)c1
→ 2.9%	-3.0%

# Of the compounds above, 2 contain a tert-butyl group.
# Sequence of screens – Rat MKP-3 inhibitors	Hsp70 displacement
CC(C)(C)c1cc(NS(=O)(=O)c2ccc3c(c2)OCCO3)on1
→ 5.7%	1.3%
CN(C)c1ccc(C2C(C(=O)OC(C)(C)C)C(=O)CC(C)(O)C2C(=O)OC(C)(C)C)cc1 (stereo not given)
→ 1.5%	-10.2%

# Further entries follow.
# Sequence of screens – Rat MKP-3 inhibitors	Hsp70 displacement
O=C(CN1CCCCC1)NCCNC(=O)CN1CCCCC1
→ -8.5%	7.5%
C=CC1=C(C(=O)O)N2C(=O)C(NC(=O)Cc3ccccc3)C2SC1 (stereo not given)
→ nt	0.8%
CC(C)(C)NC(=O)COC(=O)Cc1ccc(Cl)cc1
→ -0.2%	nt
O=C(O)c1cccc(NC(=O)c2cccc(N3C(=O)c4ccc(C(=O)Nc5cccc(C(=O)O)c5)cc4C3=O)c2)c1
→ 3.1%	8.8%
COc1ccc(CN2C(=O)c3ccccc3C2C(=O)NCc2cccnc2)c(OC)c1 (stereo not given)
→ -3.9%	5.7%
CCCC1O[C@@H]2C[C@H]3[C@@H]4CCC5=CC(=O)C=C[C@]5(C)[C@H]4[C@@H](O)C[C@]3(C)[C@]2(C(=O)CO)O1 (stereo not given in full)
→ -0.2%	1.1%
O=C(c1ccccc1)N1CCN(C(=O)c2cnn3c2NC(c2ccc(Br)cc2)CC3C(F)(F)F)CC1 (stereo not given)
→ -1.8%	-0.6%
COc1cc(C)ccc1OCCCCN1CC(C)OC(C)C1 (stereo not given)
→ nt	-5.8%
Cc1ccc(C(=O)/C=C/c2ccc3c(c2)OCO3)cc1
→ 2.3%	-4.0%
CCN(CC)c1ccc(C(=O)n2cnc3ccccc32)cc1
→ 0.6%&1.6%	4.1%&0.8%
CCCOC(=O)c1cccc(NC(=O)C(C)(C)C)c1
→ -8.2%	-4.0%
O=C(O)/C=C/c1cccc(NS(=O)(=O)c2ccccc2)c1
→ -1.0%	1.9%
COc1cc(C2CC(=O)Nc3c2ccc2ccccc32)cc(Br)c1OC (stereo not given)
→ 2.7%	0.2%
CN1CCN(c2ccc(Cl)cc2NC(=O)c2nn(-c3ccccc3)c(=O)c3ccccc23)CC1
→ -11.8%	0.2%
N/C(Cc1ccc([N+](=O)[O-])cc1)=N\OC(=O)Cc1ccc(Cl)cc1
→ 0.7%	2.8%
CC(=O)N1CCN(C(=O)COc2ccc(Br)cc2)CC1
→ -8.1%	1.9%
COC(=O)C1=C(O)/C(=C\c2c(F)cccc2Cl)N=C1C
→ 5.9%	-5.4%
COc1ccc(CCNC(=O)Nc2ccc(Cl)c(Cl)c2)cc1
→ -0.4%	5.2%
O=C(NC(=O)c1ccc2ccccc2n1)NC(c1ccccc1)c1ccccc1
→ 0.4%	0.2%
Nc1cc(=O)[nH]c(SCCNS(=O)(=O)c2ccccc2)n1
→ -0.8%	2.5%
CCCN(S(=O)(=O)c1ccc(OCC)cc1)S(=O)(=O)c1cccs1
→ -11.6%	-0.3%
O=C(CSc1nc2ccccc2[nH]1)NCCN1CCCCC1
→ -8.4%	-1.0%
C=CC(=O)NC(NC(=O)C=C)c1cccc([N+](=O)[O-])c1
→ 2.9%	-0.8%
Cc1ccccc1CS(=O)(=O)CCC(=O)N1CCN(c2ccc(N3CCOCC3)nn2)CC1
→ -3.4%	1.4%
CCOC(=O)c1c(-c2ccc(C)cc2C)csc1NC(=S)NC(=O)c1ccccc1
→ 0.2%	0.6%
O=C1OC(/C=C/c2ccccc2)=NC/1=C/c1ccccc1
→ -0.3%	1.2%
O=[N+]([O-])c1ccc(Cl)c(-n2ncnc2-c2ccccc2C(F)(F)F)c1
→ 1.0%	0.4%
CCNC(=O)C1CC(=O)N(CC)C(=Nc2cc(Cl)c(O)c(Cl)c2)S1 (stereo not given)
→ -10.9%	-4.1%
CCCCN(Cc1ccccc1)C(=O)c1cnc2n(c1=O)CCS2
→ -1.2%	0.6%
C=CCN1C(=O)C(Cc2ccc(C)cc2)S/C1=N\N=C\c1ccco1 (stereo not given)
→ 0.3%	1.2%
O=C(O)c1coc2ccccc12
→ -1.5%	-9.3%
O=C(NCC1CCCO1)c1cc2nc(-c3ccc(F)cc3)cc(C(F)(F)F)n2n1 (stereo not given)
→ 2.8%	1.6%
O=C(O)/C=C/c1ccc(N2Cc3ccccc3C2)cc1
→ 3.9%	-2.3%
